# Compound activity from PubChem BioAssay.
# MrgX1 PAM – human MrgX1 positive allosteric modulation, primary screen | Q96LB2 | MrgX1-HEK293, Fluo-4 calcium flux, FDSS; hits give high values | B-score at 10 µM | hit rate 0.63% among 310,000 | AID 588675;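 active = plate-corrected calcium response at least 3 library SD above typical, normal starting fluorescence, not activating the receptor alone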;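 also: compound read alongside a low EC10 to EC30 dose of BAM8-22 agonist; peak minus trough fluorescence over baseline measured at the second addition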
# TMEM16A act – mouse TMEM16A channel activation, primary screen. Q8BHY3. HEK293 TMEM16A/YFP-H148Q/I152L, iodide quench fluorescence; hits give low values. B-score at 10 µM. hit rate 0.3% among 340,000. AID 623877;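 active = fluorescence-ratio B-score plate-corrected deviation score at least 3 library SD below zero, with starting fluorescence score within 5 deviations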;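 also: channel opened by trigger with iodide after compound preincubation; score built on the fluorescence ratio of max minus min over baseline; more negative score means more quench and so TMEM16A activation or potentiation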
# Target sequence (Q8BHY3 whole entry, looked up): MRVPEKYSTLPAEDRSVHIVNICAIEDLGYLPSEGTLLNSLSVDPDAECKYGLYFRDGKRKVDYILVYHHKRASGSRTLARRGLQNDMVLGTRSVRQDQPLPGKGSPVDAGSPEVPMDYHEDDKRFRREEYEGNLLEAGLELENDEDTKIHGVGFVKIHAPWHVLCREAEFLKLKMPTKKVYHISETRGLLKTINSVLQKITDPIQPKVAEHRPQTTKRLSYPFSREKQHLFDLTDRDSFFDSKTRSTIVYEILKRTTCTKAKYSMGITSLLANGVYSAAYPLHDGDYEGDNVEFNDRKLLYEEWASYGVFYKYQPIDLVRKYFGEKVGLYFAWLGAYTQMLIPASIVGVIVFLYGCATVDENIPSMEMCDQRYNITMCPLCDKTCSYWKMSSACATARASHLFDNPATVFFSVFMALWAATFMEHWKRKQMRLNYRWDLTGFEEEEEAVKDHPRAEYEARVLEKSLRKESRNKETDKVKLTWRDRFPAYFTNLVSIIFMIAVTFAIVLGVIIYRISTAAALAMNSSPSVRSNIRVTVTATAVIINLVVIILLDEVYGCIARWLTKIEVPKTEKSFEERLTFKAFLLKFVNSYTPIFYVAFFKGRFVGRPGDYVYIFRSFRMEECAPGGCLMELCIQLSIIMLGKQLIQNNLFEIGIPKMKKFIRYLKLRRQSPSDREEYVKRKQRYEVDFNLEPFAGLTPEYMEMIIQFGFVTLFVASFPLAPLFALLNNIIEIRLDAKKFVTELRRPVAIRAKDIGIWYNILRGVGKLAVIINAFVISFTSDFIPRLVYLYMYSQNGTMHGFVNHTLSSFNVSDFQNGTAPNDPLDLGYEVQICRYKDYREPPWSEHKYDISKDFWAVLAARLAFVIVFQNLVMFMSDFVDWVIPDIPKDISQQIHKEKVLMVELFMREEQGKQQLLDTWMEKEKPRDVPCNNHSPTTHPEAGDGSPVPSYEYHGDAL
# TMEM16A inh – blocks the mouse calcium-activated chloride channel TMEM16A. normalized B-score (activity score, 25-100; higher = stronger inhibition) at 10 µM. AID 588511. HEK293 TMEM16A/YFP iodide influx fluorescence, ionomycin. Q8BHY3. hit rate 1.2% among 310,000;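 active = ratio plate-corrected score three or more library SD toward inhibition, starting fluorescence score within five deviations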;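 also: score derived from kinetic fluorescence span divided by baseline fluorescence per well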
# KCNK9 inh – blocks the human KCNK9 two-pore domain potassium channel; HEK293 KCNK9, FluxOR thallium flux fluorescence; hits give low values; B-score at 10 µM; hit rate 1.2% among 310,000;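 active = ratio B-score over 3 SD below the library mean, with starting fluorescence within 5 SD of its mean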;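 also: negative B-score means less thallium flux so channel inhibition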
# MrgX1 agonist – human MrgX1 receptor agonism, primary screen. Q96LB2. MrgX1-HEK293 cells, Fluo-4 calcium fluorescence, agonist mode; hits give high values. B-score at 10 µM. hit rate 0.44% among 310,000;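 active = calcium response B-score plate-corrected fluorescence ratio at least 3 library SD, with starting fluorescence B-score inside 5 SD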
#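 Material: HEK293 cells stably expressing human MrgX1 receptor | Quantity: 15,000 cells per well | Times: Cells plated overnight, dye loaded 0.5 h 37 °C, 0.5 h room temperature | Measured by: Kinetic Fluo-4 NW fluorescence of intracellular calcium | Control set: Positive and negative controls per plate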
# hERG protect – compounds protecting human hERG from proarrhythmic drug block; activation (rescue from dofetilide block), less the hit threshold, % at 10 µM; hit rate 0.51% among 310,000; CHO-hERG, FluxOR thallium flux, dofetilide IC70 present; Q12809; AID 1511;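 active = activation above the mean of controls blocked by dofetilide plus 5 SD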;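 also: thallium influx through hERG after potassium depolarization seen as dye fluorescence rise; in these data hits start at about 4.7%; inactives centre near -7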
# RGS4 pot – RGS4 potentiation or activation; HEK293 M3R/inducible RGS4, carbachol calcium flux Fluo4; hits give low values; B-score at 10 µM; hit rate 0.92% among 310,000; AID 463111;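 active = B-score of the integrated calcium signal more than 4 SD below the library mean, with starting fluorescence not abnormally high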;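 also: negative B-score means reduced calcium response which marks RGS4 activation or potentiation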
#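 System – HEK293 FlpIn-TREx cells, stable M3R, doxycycline-inducible RGS4 · Reagent – ECmax carbachol challenge · Times – compound preincubation 20 min at room temperature before agonist · Technique – Fluo4 fluorescence kinetic imaging of calcium · Measure – B score of integrated Fluo4 ratio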
# KCNK3 block – human KCNK3 channel inhibition, primary screen; CHO-KCNK3 thallium flux, FluxOR fluorescence; hits give low values; B-score at 10 µM; hit rate 0.84% among 340,000;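 active = B-score under library mean minus 4 SD, starting fluorescence ratio at most library mean plus 5 SD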;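 also: more negative B-score means stronger inhibition of thallium flux through KCNK3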
# RGS4 block – human RGS4 inhibition | P49798 | HEK293 M3R/RGS4 inducible, Fluo-4 calcium flux; hits give high values; triggered by carbachol at its EC20 | B-score at 10 µM | hit rate 0.45% among 310,000 | AID 463165;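 active = B-score, a plate-corrected calcium signal, over three deviations above library mean, with baseline fluorescence within five deviations of library mean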;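 also: RGS4 expression induced by doxycycline in cells with stable M3 receptor; B-score is computed from the integrated fluorescence ratio over baseline after carbachol; higher B-score means a larger calcium signal and so more RGS4 inhibition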
# KCNQ1 act – potentiates or activates the human KCNQ1 potassium channel; P51787; CHO-K1 KCNQ1, thallium flux FluxOR fluorescence; hits give high values; B-score at 10 µM; hit rate 0.35% among 310,000;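 active = fluorescence ratio B-score, a plate-corrected score, at least three library SD, with initial intensity B-score within 5 SD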
#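 System: CHO-K1 cells stably expressing KCNQ1 / Medium: assay buffer for compound exposure, DMSO matched across wells / Reagent: thallium- and potassium-containing depolarizing buffer / Compound: one concentration, matched DMSO / Incubation: 20 min compound pretreatment at room temperature / Measured by: kinetic FluxOR fluorescence, 10 s baseline plus 110 s post-stimulus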
# KCNQ1 inh – human KCNQ1 channel inhibition | P51787 | CHO-K1 KCNQ1, FluxOR thallium flux fluorescence; hits give high values | B-score at 10 µM | hit rate 1.3% among 310,000;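 active = compounds whose thallium flux B-score, printed positive for inhibition, exceeds three library SD while starting fluorescence stays within three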;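 also: channel opened by potassium depolarization with thallium stimulus after 20 min compound exposure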
# * = called active by the depositor; i = inactive; / = no result given.
Structure | MrgX1 PAM | TMEM16A act | TMEM16A inh | KCNK9 inh | MrgX1 agonist | hERG protect | RGS4 pot | KCNK3 block | RGS4 block | KCNQ1 act | KCNQ1 inh
CC(NC(=O)c1ccccc1Cl)c1nnc(SCC(=O)Nc2ccc(C(=O)O)cc2)n1C (centres undefined) | i | i | i | i | i | 1.0 | i | i | i | i | i
CC(C)(c1ccccc1)c1ccc(OCCN2CCOCC2)cc1 | i | i | i | i | i | -0.1 | i | i | i | i | i
CCOc1ccccc1NC(=O)C1COc2ccccc2O1 (centres undefined) | i | i | i | i | i | -8.2 | i | i | i | i | i
CCCNS(=O)(=O)c1ccc(CCC(=O)N2CCN(CC)CC2)cc1 | i | i | i | i | i | -14.2 | i | i | i | i | i
CCOC(=O)CSc1ncc(-c2ccccc2)nn1 | i | i | i | i | i | -9.7 | i | i | i | i | i
COc1ccc(-c2cc(C(F)(F)F)n3ncc(C(=O)NCC4CCCO4)c3n2)cc1OC (centres undefined) | i | i | i | i | i | -7.6 | i | i | i | i | i
O=C(CCCCCn1nnc2ccccc2c1=O)Nc1ccccc1F | i | i | i | i | i | -7.5 | i | i | i | i | i
COc1ccc(-c2cn3cccnc3n2)cc1NC(=O)C1CC1 | i | i | i | i | i | -6.3 | i | i | i | i | i
COc1ccc(C(c2nnnn2C(C)C)N2CCN(C(=O)c3ccco3)CC2)cc1 (centres undefined) | i | i | i | i | i | -8.2 | i | i | i | i | i
Clc1ccc(-c2csc(N/N=C/c3ccco3)n2)cc1 | i | i | i | i | i | -2.9 | i | i | i | i | i
Cc1ccc(S(=O)(=O)NCC(=O)N(CC2CCCO2)C(C(=O)NC2CCCC2)C(C)C)cc1 (centres undefined) | i | i | i | i | i | -3.7 | i | i | i | i | i
COc1ccccc1NS(=O)(=O)c1ccc(O)c(C(=O)OCc2cccc([N+](=O)[O-])c2)c1 | i | i | i | -9.18* | i | -10.1 | i | -8.83* | i | i | i
COc1ccccc1NC(=O)CN1C(=O)C(C)Oc2ccccc21 (centres undefined) | i | i | i | i | i | -8.5 | i | i | i | i | i
CN(C)S(=O)(=O)c1ccc(C(=O)NCc2nnc(SCC(=O)c3ccccc3)o2)cc1 | i | i | i | i | i | -4.7 | i | i | i | i | i
O=C(/C=C/c1ccccc1)OCC(=O)c1ccc[nH]1 | i | i | i | i | i | -4.2 | i | i | i | i | i
CN(C)S(=O)(=O)c1ccc(C(=O)OCC2COC(C)(C)O2)cc1 (centres undefined) | i | i | i | i | i | 0.0 | i | i | i | i | i
Cc1nc(Cl)sc1C(=O)Nc1cc(F)cc(F)c1 | i | i | i | i | i | -7.0 | i | i | i | i | i
O=C(COC(=O)c1cc[n+]([O-])cc1)NCCc1ccc(Cl)cc1Cl | i | i | i | i | i | -5.2 | i | i | i | i | i
CCOc1c(Cl)cnn(-c2ccc(C)cc2)c1=O | i | i | i | i | i | -4.6 | i | i | i | i | i
CCOc1ccc2[nH]c(=O)c(CN(CCN3CCCC3)C(=S)Nc3ccccc3OCC)cc2c1 | i | i | i | i | i | -9.8 | i | i | i | 10* | i
Cc1nn(C(C)C(=O)NCC2CCCO2)c(=O)c2c1sc1ccccc12 (centres undefined) | i | i | i | i | i | -4.0 | i | i | i | i | i
Cc1nn(CC(N)=O)c(=O)c2ccccc12 | i | i | i | i | i | -11.5 | i | i | i | i | i
CCOC(=O)N1CCN(C(=O)C(=O)Nc2sc3c(c2C(=O)O)CC(C)(C)OC3)CC1 | i | i | i | i | i | -8.8 | i | i | i | i | i
O=C(O)CSCC(=O)N1CCN(c2cc(C(F)(F)F)nc3ccccc23)CC1 | i | i | i | i | i | -3.3 | i | i | i | i | i
CCOc1ncccc1C(=O)Nc1ccc(Cl)cc1 | i | i | i | i | i | -12.9 | i | i | i | i | i
O=c1c2[nH]c3ccc(Br)cc3c2ncn1CCCn1ccnc1 | i | i | i | i | i | -11.8 | i | i | i | i | i
CCCc1ncc(CN2CCCCC2C(=O)Nc2ccc(Oc3ccccc3)nc2)cn1 (centres undefined) | i | i | i | i | i | -7.9 | i | i | i | i | i
CN(C(=O)C1CCC(CNS(=O)(=O)c2cccc3cccnc23)CC1)C1CCCCC1 (centres undefined) | i | i | i | i | i | -8.2 | i | i | i | i | i
CCOc1ccccc1Nc1nnc(C)c(=O)[nH]1 | i | i | i | i | i | -6.6 | i | i | i | i | i
Cc1cccc(C(=O)N2CCCC(c3nc(-c4ccc(F)cc4)no3)C2)c1 (centres undefined) | i | i | i | i | i | -13.7 | i | i | i | i | i

# Retrieved by compound from the list above, 2 records:
Structure | MrgX1 PAM | TMEM16A act | TMEM16A inh | KCNK9 inh | MrgX1 agonist | hERG protect | RGS4 pot | KCNK3 block | RGS4 block | KCNQ1 act | KCNQ1 inh
CCOc1ccccc1NC(=O)C1COc2ccccc2O1 (centres undefined) | i | i | i | i | i | -8.2 | i | i | i | i | i
CCCc1ncc(CN2CCCCC2C(=O)Nc2ccc(Oc3ccccc3)nc2)cn1 (centres undefined) | i | i | i | i | i | -7.9 | i | i | i | i | i

# Continuation:
Structure | MrgX1 PAM | TMEM16A act | TMEM16A inh | KCNK9 inh | MrgX1 agonist | hERG protect | RGS4 pot | KCNK3 block | RGS4 block | KCNQ1 act | KCNQ1 inh
CSCCC1NC2(C(=O)Nc3ccc(Cl)cc32)[C@@H]2C(=O)N(C3CCCC3)C(=O)[C@H]12 (some centres undefined) | i | / | i | i | i | -17.8 | i | / | i | i | i
COc1cc(C(=O)N2CCC(n3cnc4cc(F)ccc43)CC2)cc(OC)c1OC | i | i | i | i | i | -7.1 | i | i | i | i | i
CC(C)(C)C(=O)OCc1nc(-c2ccc(F)cc2)cs1 | i | i | i | i | i | -7.2 | i | i | i | i | i
O=C(c1ccc(CS(=O)c2cccc(Cl)c2)o1)N1CCOCC1 (centres undefined) | i | i | i | i | i | -6.3 | i | i | i | i | i
C=CCNc1nc(N)c(C(=C(C#N)C#N)c2ccc(Br)cc2)s1 | i | i | i | i | i | -26.8 | i | i | i | i | i
CC(NC(=O)/C(C#N)=C/c1ccc(OCC(=O)O)cc1)c1ccccc1 (centres undefined) | i | i | i | i | i | -0.8 | i | i | i | i | i
COc1cnc(-c2ccccc2)[nH]c1=O | i | i | i | i | i | -7.8 | i | i | i | i | i
COc1ccc(CC(=O)OC(C)CN2CCCCC2)cc1 (centres undefined) | i | i | i | i | i | -5.1 | i | i | i | i | i
CC(NCc1ccccc1)c1ccccc1O (centres undefined) | i | i | i | i | i | -7.3 | i | i | i | i | i
Cc1nc(CC(=O)Nc2nccs2)cs1 | i | i | i | i | i | -4.2 | i | i | i | i | i
Cn1cc(C(=O)NS(=O)(=O)Nc2ccc(Br)cc2)c2ccccc21 | i | i | i | i | i | -13.4 | i | i | i | i | i
CCCCCNc1nc(NCCCO)c(C#N)c2c1CN(C)CC2 | i | i | i | i | i | -11.3 | i | i | i | i | i
On1cnnc1-c1ccccc1 | i | i | i | i | i | -5.5 | i | i | i | i | i
Cc1cccc(NC(=S)N2CCn3cccc3C2c2cccnc2)c1 (centres undefined) | i | i | i | i | i | -8.7 | i | i | i | i | i
N#Cc1c(-c2ccccc2F)cc(C2CC2)nc1SCC(=O)c1cccs1 | i | i | i | i | i | -4.4 | i | i | i | i | i
C/C(=N/NC(=O)c1ccco1)c1ccc(NC(=O)c2ccc(Br)o2)cc1 | i | i | i | i | i | -7.2 | i | i | i | i | i
Cc1ccc(C(=O)NCc2nnc(SCC(=O)Nc3ccccc3)n2C)cc1 | i | i | i | i | i | -2.2 | i | i | i | i | i
c1ccn2cc(C34CC5CC(CC(C5)C3)C4)nc2c1 | i | i | i | i | i | -0.8 | i | i | i | i | i
COc1ccc(COc2cc(-c3cccc(OC)c3)nc3ccc(NC(=O)c4cccnc4)cc23)cc1 | i | i | i | i | i | -33.0 | i | i | i | i | 6*
C[C@@H](NC(=O)c1cc2c([nH]c3ccccc32)c(-c2ccccc2)n1)C(=O)O | i | i | i | i | i | -3.7 | i | i | i | i | i
CN(c1ccccc1)S(=O)(=O)c1cccc(NC(=O)Cc2c(F)cccc2Cl)c1 | i | i | i | -15.5* | i | -8.7 | i | i | i | i | i
CCOc1ccc2nc(NC(=O)c3ccc(S(=O)(=O)N4CCOCC4)cc3)sc2c1 | i | i | i | i | i | -16.8 | i | i | i | i | i
c1ccc(COc2ccc(Oc3nc(N4CCCCC4)nc(N4CCOCC4)n3)nn2)cc1 | i | i | i | i | i | -3.9 | i | i | i | i | i
Cc1ccc2[nH]c(=O)c(CN(Cc3ccc4c(c3)OCO4)Cc3nnnn3Cc3ccco3)cc2c1 | i | i | i | i | i | -13.5 | i | i | i | i | i
Clc1ccc(-n2nnnc2SCc2cn3ccccc3n2)cc1 | i | i | i | i | i | -5.5 | i | i | i | i | i
CCCn1c(N)c(C(=O)CSc2nc(C)cs2)c(=O)n(C)c1=O | i | i | i | i | i | -9.3 | i | i | i | i | i
COc1ccc(NC(=O)Nc2nnc(-c3cccs3)s2)cc1 | i | i | i | i | i | -7.5 | i | i | i | i | i
O=C(NCc1ccccc1)C1CC(=O)N(c2ccc(OCC(=O)N3CCCC3)cc2)C1 (centres undefined) | i | i | i | i | i | -7.9 | i | i | i | i | i
COc1ccc(C2NC(=O)CS2)cc1 (centres undefined) | i | i | i | i | i | -1.1 | i | i | i | i | i
COc1ccccc1CNS(=O)(=O)c1cccs1 | i | i | i | i | i | -2.1 | i | i | i | i | i
CC(=O)OC1c2c(ccc3ccc(=O)oc23)OC(C)(C)C1OC(=O)CC(C)C (centres undefined) | i | i | i | / | i | / | / | i | / | / | /
CCOC(=O)C1(Cc2ccc(Cl)cc2)CCN(C(=O)CCc2cnccn2)CC1 | i | i | i | i | i | -12.7 | i | i | i | i | i
O=C(CCC(=O)c1ccc(F)cc1)Nc1cccnc1 | i | i | i | i | i | -2.9 | i | i | i | i | i
CCN1C(=O)CSc2ccc(C(=O)NC3CCCCC3)cc21 | i | i | i | i | i | -10.0 | i | i | i | i | i
Cc1cc(C)n(CCC(=O)N2CCN(S(=O)(=O)c3ccc(C)c(C)c3)CC2)n1 | i | i | i | i | i | -4.2 | i | i | i | i | i
